# TcdB inh: inhibitors of Clostridioides difficile toxin B glycohydrolase | TcdB glycohydrolase enzymatic assay, plate reader | inhibition, % at 9.99 µM | actives 0.24% (n = 350,000) | AID 652162; in the data active = inhibition above about 10%
# Anthrax LF prot: anthrax lethal factor protease inhibition | P15917 | multiplex microsphere protease cleavage assay, LF | inhibition, % at 10 µM | actives 0.12% (n = 360,000) | AID 588501; in the data active = inhibition above about 30%; also: plate controls were buffer without enzyme for full effect and enzyme alone for no effect
# Rv3671c protease: Rv3671c (M. tuberculosis) protease inhibition. AID 2606. P9WHR9. inhibition, % at 5.96 µM. actives 0.048% (n = 320,000); in the data active = inhibition above about 38%;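 also: extracellular domain of Rv3671c used as enzyme; 0% = enzyme with DMSO and 100% = no enzyme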
# Target sequence (P9WHR9 whole entry, looked up, the tested form may be a part): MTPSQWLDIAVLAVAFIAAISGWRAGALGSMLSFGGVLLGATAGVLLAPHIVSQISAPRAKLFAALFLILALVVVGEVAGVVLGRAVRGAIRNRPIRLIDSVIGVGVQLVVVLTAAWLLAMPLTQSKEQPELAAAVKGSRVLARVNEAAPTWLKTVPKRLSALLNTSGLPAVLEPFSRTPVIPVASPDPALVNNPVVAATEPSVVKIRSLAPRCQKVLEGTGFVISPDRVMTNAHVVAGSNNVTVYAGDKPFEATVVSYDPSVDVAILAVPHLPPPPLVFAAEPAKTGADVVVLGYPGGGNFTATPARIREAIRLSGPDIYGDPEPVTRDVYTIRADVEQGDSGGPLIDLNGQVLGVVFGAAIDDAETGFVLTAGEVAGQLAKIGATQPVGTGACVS
# Vc quorum ag: quorum light induction in luxS cqsA deficient V. cholerae; V. cholerae BH1578 lux reporter, luminescence, 6 h; activation, % at 18.7 µM; actives 0.16% (n = 350,000); AID 588436; in the data active = activation mostly above about 9.7%, no sharp cut-off; also: not every result past the cut was called active; inactives centre near 0; reference of the scale not given here
# PriA SSB inh: K. pneumoniae PriA-SSBct interaction inhibition; actives 0.6% (n = 430,000); inhibition, % at 33 µM; AlphaScreen SSBct-PriA binding, biotinylated peptide; in the data active = inhibition mostly above about 37%, no sharp cut-off; inactive = mostly below about 20%;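 also: plate controls were negative control peptide for no effect and reference peptide for full effect; strong numbers were not always called active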
# MazEF act: MazEF (E. coli) toxin RNase activation | P0AE70 | FAM/BHQ RNA-DNA oligo cleavage fluorescence, 5 h | activation, % at 20 µM | actives 0.32% (n = 350,000) | AID 504720; in the data active = activation above about 50%
# Target sequence (P0AE70 whole entry, looked up): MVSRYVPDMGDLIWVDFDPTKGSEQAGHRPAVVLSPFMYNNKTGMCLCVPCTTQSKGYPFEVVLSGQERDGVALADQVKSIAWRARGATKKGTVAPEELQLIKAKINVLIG
# DUSP3 inh: blocks human VHR1 dual specificity phosphatase. inhibition, % at 13.3 µM. recombinant VHR phosphatase, pNPP absorbance. P51452. actives 0.52% (n = 290,000); in the data active = inhibition above about 50%; also: some compounds called inactive have numbers as strong as hits
# Target sequence (P51452 whole entry, looked up): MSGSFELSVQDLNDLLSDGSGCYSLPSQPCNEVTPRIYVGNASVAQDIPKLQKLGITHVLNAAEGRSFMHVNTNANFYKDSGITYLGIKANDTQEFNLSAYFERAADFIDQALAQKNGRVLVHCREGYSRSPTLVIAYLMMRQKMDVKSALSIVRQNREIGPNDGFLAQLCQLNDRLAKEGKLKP
# 3CLpro inhibitor: SARS-CoV 3CLpro protease inhibition; P0C6X7; recombinant SARS-CoV 3CLpro, quenched FRET peptide cleavage; inhibition, % at 6 µM; actives 0.14% (n = 290,000); AID 1706; in the data active = inhibition above about 12%
# PfHsp40 rescue: restores yeast growth despite PfHsp40 toxicity; S. cerevisiae expressing PfHsp40, growth rescue, ATP luminescence; growth rescue, % at 12.5 µM; actives 0.68% (n = 340,000); AID 504582; in the data active = growth rescue above about 28%, passing the limit was not always enough;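 also: yeast W303a lacking pdr1 and pdr3 grown in galactose medium; growth measured after three days at 30 °C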
# Y pestis TopoI: blocks Yersinia pestis topoisomerase I activity; activity, % at 10 µM; Y. pestis Topo-I cleavage product accumulation, plate reader; actives 0.064% (n = 360,000); in the data active = activity above about 50%, passing the limit was not always enough; also: inactives centre near 2
# * marks the source's active call; other numbers are inactive results; i = inactive; . = no result given; & = joins results of further samples. Only part of the results is shown; rates above refer to the full screens.
# A first look, 11 compounds:
1) Cc1c(NS(=O)(=O)c2cccc(C(=O)N3CCC(C(N)=O)CC3)c2)c(=O)n(-c2ccccc2)n1C
2) O=C(CSc1nnc2sc3ccccc3n12)NCc1ccc2c(c1)OCO2
3) CC(=NNC(=S)N1CC2CCC(CC2)C1)c1ccncn1
4) O=C1Nc2ccc(Br)cc2C1(O)Cc1ccncc1 (centres undefined)
5) COc1ccc(CN(C)C2CCCCC2)c(C)c1C
6) Cc1cc(C(=O)Nc2sc3c(c2C#N)CCC3)no1
7) COc1ccc(Nc2nccc(N(C)C)c2C#N)cc1
8) CC(C)(C)c1ccc(CN2C(=O)CSC2=O)cc1
9) COc1ccc(C(=O)OCC(=O)Nc2c(C)cccc2C)c(OC)c1OC
10) O=C(NCC1CCCO1)c1nn2c(C(F)(F)F)cc(-c3cccs3)nc2c1Br (centres undefined)
Assay by compound	1	2	3	4	5	6	7	8	9	10
TcdB inh	0.7	0.6	1.2	.	.	.	1.1	1.5	-0.4	0.9
Anthrax LF prot	-6	0	57*	0	-6	-1	-6	-1	2	-2
Rv3671c protease	1	1	.	-9	12	1	-8	-3	3	1
Vc quorum ag	16	-0.2	i	.	i	-0.2	0.4	-0.1	-0.6	-0.4
PriA SSB inh	-9	-2&-16	-10	-3	2	-15	4	-16	-4	-6
MazEF act	7	-25	11	3	0	-5	1	1	5	4
DUSP3 inh	.	30	.	7	17	-2	-5	9	-17	1
3CLpro inhibitor	.	.	.	-3	4	-2	2	-5	3	-6
PfHsp40 rescue	-1.2	-0.1	98*	-0.9	-1.8	-0.2	-1.1	0.5	-0.6	9.9
Y pestis TopoI	-6	8	13	0	10	1	1	-3	-4	7

11) NCCCNC(=O)Cn1c(=O)c2c3c(sc2n(Cc2ccccc2)c1=O)CCCC3
Assay by compound	11
TcdB inh	0.4
Anthrax LF prot	-3
Rv3671c protease	.
Vc quorum ag	-0.7
PriA SSB inh	1
MazEF act	3
DUSP3 inh	11
3CLpro inhibitor	-1
PfHsp40 rescue	-1.3
Y pestis TopoI	-8

# The whole of this part, from the first entry:
1) Cc1c(NS(=O)(=O)c2cccc(C(=O)N3CCC(C(N)=O)CC3)c2)c(=O)n(-c2ccccc2)n1C
2) O=C(CSc1nnc2sc3ccccc3n12)NCc1ccc2c(c1)OCO2
3) CC(=NNC(=S)N1CC2CCC(CC2)C1)c1ccncn1
4) O=C1Nc2ccc(Br)cc2C1(O)Cc1ccncc1 (centres undefined)
5) COc1ccc(CN(C)C2CCCCC2)c(C)c1C
6) Cc1cc(C(=O)Nc2sc3c(c2C#N)CCC3)no1
7) COc1ccc(Nc2nccc(N(C)C)c2C#N)cc1
8) CC(C)(C)c1ccc(CN2C(=O)CSC2=O)cc1
Assay by compound	1	2	3	4	5	6	7	8
TcdB inh	0.7	0.6	1.2	.	.	.	1.1	1.5
Anthrax LF prot	-6	0	57*	0	-6	-1	-6	-1
Rv3671c protease	1	1	.	-9	12	1	-8	-3
Vc quorum ag	16	-0.2	i	.	i	-0.2	0.4	-0.1
PriA SSB inh	-9	-2&-16	-10	-3	2	-15	4	-16
MazEF act	7	-25	11	3	0	-5	1	1
DUSP3 inh	.	30	.	7	17	-2	-5	9
3CLpro inhibitor	.	.	.	-3	4	-2	2	-5
PfHsp40 rescue	-1.2	-0.1	98*	-0.9	-1.8	-0.2	-1.1	0.5
Y pestis TopoI	-6	8	13	0	10	1	1	-3

9) COc1ccc(C(=O)OCC(=O)Nc2c(C)cccc2C)c(OC)c1OC
10) O=C(NCC1CCCO1)c1nn2c(C(F)(F)F)cc(-c3cccs3)nc2c1Br (centres undefined)
11) NCCCNC(=O)Cn1c(=O)c2c3c(sc2n(Cc2ccccc2)c1=O)CCCC3
12) OC(COCC1COc2ccccc2O1)CN1CCN(c2ccccc2F)CC1 (centres undefined)
13) COC(=O)C1(S(=O)(=O)c2cccc3nsnc23)CC1
14) CNC(=S)N/N=C1\C(=O)c2cccc3cccc1c23
15) O=C(COC(=O)c1ccc(S(=O)(=O)NCc2ccco2)cc1)NC1CCCCCC1
16) CC(C)(C)OC(=O)NCc1ccc(CNC(=O)c2nc[nH]c2C(=O)NCc2ccc(CNC(=O)OC(C)(C)C)cc2)cc1
Assay by compound	9	10	11	12	13	14	15	16
TcdB inh	-0.4	0.9	0.4	.	.	.	0.7	0.1
Anthrax LF prot	2	-2	-3	0	1	6	-15	1
Rv3671c protease	3	1	.	2	6	3	1	-25
Vc quorum ag	-0.6	-0.4	-0.7	-3.8	i	-1.5	-0.8	-0.4
PriA SSB inh	-4	-6	1	5	-1	.	-19	-7
MazEF act	5	4	3	-1	1	-2	-3	1
DUSP3 inh	-17	1	11	-4	39	8	19	.
3CLpro inhibitor	3	-6	-1	3	-2	5	-5	.
PfHsp40 rescue	-0.6	9.9	-1.3	-0.7	-0.1	0.7	-0.9	0.7
Y pestis TopoI	-4	7	-8	19	3	-10	-7	13

17) CCOC(=O)CC1(c2ccc(OC)c(OC)c2)C(=O)c2ccccc2C1=O
18) CC(C)(C)c1ccc(OCc2nc(-c3ccccn3)no2)c(Br)c1
19) CC(=O)Nc1ccccc1C(=O)OCC(=O)c1ccccc1Cl
20) CCOC(=O)C1=C(C)N(c2ccc(OC)cc2)C(=O)/C1=C\c1ccc(O)c(OCC)c1
21) CCCn1c(C)nc2c(c1=O)c1nc3ccccc3nc1n2CCC1=CCCCC1
22) CNc1nc(N)c([N+](=O)[O-])c(NCC2CCCO2)n1 (centres undefined)
23) COC(=O)C(NC(=O)c1ccccc1)(Nc1nccs1)C(F)(F)F (centres undefined)
24) CC(C)NC(=O)CC(=O)N/N=C/c1cccs1
Assay by compound	17	18	19	20	21	22	23	24
TcdB inh	-2.1	.	.	-2.9	.	1.4	.	1.6
Anthrax LF prot	-2	2	-3	-3	17	-18	1	0
Rv3671c protease	3	0	3	6	4	11	0	6
Vc quorum ag	0.6	-0.3	-0.4	0.5	-0.1	i	i	-0.2
PriA SSB inh	-2	-30	-17	2	-12	-15	-6	.
MazEF act	8	2	-9	5	5	1	0	-9
DUSP3 inh	13	-6	-11	9	10	27	-14	6
3CLpro inhibitor	-4	-3	-1	2	0	2	-4	6
PfHsp40 rescue	-1.3	2.5	-1.8	-0.7	0.0	0.9	0.5	-2.5
Y pestis TopoI	-1	-5	0	4	12	-3	1	3

25) Cc1cccc(C)c1NC(=O)Nc1nnc([C@H]2C[C@H](O)[C@@H](CO)O2)s1
26) CCOC(=O)c1c(NC(=O)COC(=O)Cc2n[nH]c(=O)c3ccccc23)sc(C(=O)N(C)C)c1C
27) CCCCC1=CC2=CC(=O)C(C)(OC(=O)CC)C(=O)C2=CO1 (centres undefined)
28) COc1ccc(NC(=O)NNC(=O)CCC(=O)Nc2ccccc2Cl)cc1
29) C[C@]12c3[nH]c4cc(-c5ccco5)ccc4c3CCN1C(=O)[C@@H](CC(=O)NCCC1=CCCCC1)C[C@@H]2C(=O)N1CCCCC1
30) CC(=O)Nc1ccc(-c2csc(Nc3ccc(S(N)(=O)=O)cc3)n2)cc1
31) Cc1cccc(CSC2=NCCN2S(=O)(=O)c2ccc(F)cc2)c1
32) NS(=O)(=O)c1ccc(CNc2nc(-c3cccnc3)nc3ccccc23)cc1
Assay by compound	25	26	27	28	29	30	31	32
TcdB inh	0.4	6.6	0.6	9.3	0.5	0.2	3.0	1.2
Anthrax LF prot	1	4	12	1	-4	-4	-1	-1
Rv3671c protease	.	-8	-1	5	.	3	1	-14
Vc quorum ag	-0.4	i	0.7	-0.3	-0.4	-0.4	-0.1	-0.2
PriA SSB inh	.	0	-4	-3	2	0	-21	4
MazEF act	.	1	-23	12	1	2	-4	9
DUSP3 inh	.	.	.	5	.	19	6	20
3CLpro inhibitor	.	.	.	-1	.	0	4	-8
PfHsp40 rescue	.	-0.7	-2.0	-0.8	1.1	-0.3	0.0	0.7
Y pestis TopoI	9	19	5	3	47	-1	20	0

33) CCOC(=O)c1ccc2[nH]c3c(c2c1)CCCC3
34) COc1cc(/C=N/c2oc(-c3ccccc3)cc2C#N)ccc1O
35) CCN(CC)c1nc(OCCNC(=O)Nc2ccccc2)nc(N(CC)CC)n1
36) COc1ccc(/C=C(/NC(=O)c2ccc(C)cc2)C(=O)N2CCCC2)cc1OC
37) CC(C)c1ccc(NC(=O)CCCC(=O)NCCc2ccccc2)cc1
38) COc1cccc(/C=C2/Oc3ccccc3N(CC(=O)NCC3CCCO3)C2=O)c1 (centres undefined)
39) NC(=O)c1nc(C(=O)N2CCCCC2)c2ccccc2n1
40) CC(C)(C)NC(=O)c1ccc2nccnc2c1
Assay by compound	33	34	35	36	37	38	39	40
TcdB inh	3.1	.	.	1.4	0.4	.	-1.5	.
Anthrax LF prot	-5	-2	2	7	12	4	-10	-1
Rv3671c protease	2	-8	-6	-6	3	-9	8	1
Vc quorum ag	-2.3	6.7	i	-0.2	i	-0.1	i	i
PriA SSB inh	25	.	3	1	-14	6	-10	-2
MazEF act	7	-58	-7	12	-25	14	-10	3
DUSP3 inh	16	-9	27	30	5	29	.	4
3CLpro inhibitor	-11	4	5	-9	0	-2	.	-3
PfHsp40 rescue	0.0	1.2	0.3	-1.5	-1.0	-0.3	-0.9	-1.1
Y pestis TopoI	-15	-14	-9	-4	6	-8	3	10

41) O=C(c1cccc(Oc2c(Cl)cccc2[N+](=O)[O-])c1)N1CCCCC1
42) OC[C@@H]1CN(C2CCCC2)C[C@H](n2cnc3c(NC4CC4)ncnc32)O1
43) Cc1ccc(C)c(NC(=O)COC(=O)CCCN=C2NS(=O)(=O)c3ccccc32)c1
44) CCN(CC)CCCn1c2c(c(SCC(=O)Nc3cccc4ccccc34)nc1=O)CCC2
45) Cc1onc(-c2ccccc2)c1-c1ccc(S(N)(=O)=O)cc1
46) O=S(=O)(Cc1nnnn1-c1ccccc1)c1ccccc1
47) CN(Cc1ccccc1)C(=O)c1ccc(NC(=O)Cc2cccc(NC(=O)C3CCCN(C(=O)C4CCCC4)C3)c2)cc1 (centres undefined)
48) O=C(O)CCn1c(CO)nc2ccccc21
Assay by compound	41	42	43	44	45	46	47	48
TcdB inh	2.4	-0.3	.	1.7	0.8	2.3	1.4	-0.7
Anthrax LF prot	-1	-4	2	-6	8	-4	-16	-1
Rv3671c protease	-1	.	-4	2	5	-7	-10	5
Vc quorum ag	-1.1	0.5	-0.2	i	i	2.2	2.9	-0.7
PriA SSB inh	2	.	11	2	-9	-6	12	3
MazEF act	2	.	-5	12	0	-6	-6	8
DUSP3 inh	31	.	-4	.	30	-2	.	-10
3CLpro inhibitor	1	.	-1	.	1	-1	.	-2
PfHsp40 rescue	-0.6	.	-0.3	-0.5	-0.3	0.7	0.5	-0.7
Y pestis TopoI	15	-4	-1	-12	18	-1	4	5

49) COc1ccc(C(=O)NC(=S)N2CCN(C)CC2)cc1Br
50) COc1ccc(OC)c(NC(=O)c2sc3ncnc(N4CCN(c5ccccn5)CC4)c3c2C)c1
51) O=C(NC(=S)Nc1ccc(S(=O)(=O)N2CCCCC2)cc1)c1ccc(Cl)cc1
52) O=C1C=C(CCc2ccccc2)CCC1
53) COCC(C)n1c(C)cc(C(=O)CN2C(=O)NC(Cc3c[nH]c4ccccc34)C2=O)c1C (centres undefined)
54) COc1ccc(OCCN2C(=O)c3cccc(N)c3C2=O)cc1
55) COc1ccccc1CN1C(=O)CNC1=S
56) Cc1c(OCC(=O)NCc2cccnc2)ccc2c3c(c(=O)oc12)CCC3
Assay by compound	49	50	51	52	53	54	55	56
TcdB inh	.	.	.	0.9	.	1.6	.	1.5
Anthrax LF prot	-6	1	-5	-6	-6	2	-1	0
Rv3671c protease	-2	2	-5	.	-3	-16	-6	-10
Vc quorum ag	-0.2	i	-0.5	i	i	-0.2	i	-5.3
PriA SSB inh	-17	2	-16	.	13	-6	4&-10	4
MazEF act	3	9	4	-7	-6	0	12	8
DUSP3 inh	18	-8	-18	.	-11	-3	11	-4
3CLpro inhibitor	-3	5	-2	.	0	-2	-9	2
PfHsp40 rescue	-0.7	-0.6	0.4	.	-0.5	-0.6	0.4	2.0
Y pestis TopoI	1	0	-3	-3	12	-7	-9	-2

# Source: PubChem BioAssay (several laboratories)
